Screens (PubChem BioAssay)
G6PDH CS: counter-screen for G6PDH assay hits: L. mesenteroides G6PDH inhibition; Purified L. mesenteroides G6PDH, diaphorase/resazurin coupled fluorescence, 45 min; inhibition, % at 5 µM; actives 0.12% (n = 200,000); AID 1020; in the data active = inhibition above about 50%
Diaphorase inh: counter-screen for diaphorase-based assays: diaphorase inhibitors and chemical oxidizers | diaphorase resazurin-to-resorufin fluorescence, NADH, 16 min; bacterial (C. kluyveri) enzyme, not human | inhibition, % at 20 µM | actives 0.69% (n = 190,000) | AID 1217;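 active = primary screen inhibition at 20 µM above a set limit, cut at about 50% in these data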;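 note: plate controls were DMSO with full reaction for no effect and wells lacking NADH for full effect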
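Assay system: diaphorase enzyme from Clostridium kluyveri; Input: enzyme working solution with 0.14 U/mL diaphorase; Timing: 16 min at room temperature; Technique: resorufin fluorescence, excitation 544 nm, emission 590 nm; Benchmarks: positive control minus NADH, DMSO neutral control.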
Hsp70 activator: transcriptional activators of Hsp70; HeLa Hsp70 promoter luciferase reporter, luminescence; scaled: vehicle 0, proteasome-inhibitor control 100%; activation, % at 10 µM; actives 0.04% (n = 200,000);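 active = activation above the mean across all tested compounds plus 3 SD, cutoff set per campaign, cut at about 5.5% in these data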;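 note: 100% = MG132 at 30 µM as the positive control and 0% = DMSO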
TLR4-MyD88 BLA: TLR4-MyD88 interaction inhibition in cells; O00206+Q99836; HeLa CL3-4 TLR4/MyD88 BLA complementation, FRET ratio; inhibition, % at 8.4 µM; actives 0.18% (n = 200,000); AID 861; in the data active = inhibition above about 25%;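 note: 0% = vehicle and 100% = reference inhibitor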
Target sequence (O00206 whole entry, looked up): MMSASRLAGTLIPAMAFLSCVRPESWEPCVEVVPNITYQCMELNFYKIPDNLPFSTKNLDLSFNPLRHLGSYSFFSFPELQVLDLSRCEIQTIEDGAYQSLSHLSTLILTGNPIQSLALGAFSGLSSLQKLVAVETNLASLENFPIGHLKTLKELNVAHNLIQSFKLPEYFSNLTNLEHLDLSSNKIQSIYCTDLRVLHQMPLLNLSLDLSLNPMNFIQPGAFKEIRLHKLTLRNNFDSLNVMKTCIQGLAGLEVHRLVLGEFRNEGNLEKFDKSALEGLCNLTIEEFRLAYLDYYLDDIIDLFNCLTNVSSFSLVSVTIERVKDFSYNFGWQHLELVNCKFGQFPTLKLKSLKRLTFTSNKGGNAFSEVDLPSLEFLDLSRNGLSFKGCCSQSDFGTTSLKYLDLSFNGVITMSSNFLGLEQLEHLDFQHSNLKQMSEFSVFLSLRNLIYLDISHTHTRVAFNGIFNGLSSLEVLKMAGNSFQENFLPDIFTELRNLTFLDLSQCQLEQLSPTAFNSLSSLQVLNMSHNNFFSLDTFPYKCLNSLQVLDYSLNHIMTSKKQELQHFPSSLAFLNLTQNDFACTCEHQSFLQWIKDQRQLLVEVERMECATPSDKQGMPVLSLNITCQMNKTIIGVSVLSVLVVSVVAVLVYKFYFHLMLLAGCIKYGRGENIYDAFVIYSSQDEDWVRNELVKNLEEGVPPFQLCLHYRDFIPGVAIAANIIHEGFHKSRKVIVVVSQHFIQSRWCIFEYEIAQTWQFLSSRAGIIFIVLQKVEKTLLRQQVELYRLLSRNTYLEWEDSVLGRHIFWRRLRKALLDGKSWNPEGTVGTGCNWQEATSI
Target sequence (Q99836 whole entry, looked up): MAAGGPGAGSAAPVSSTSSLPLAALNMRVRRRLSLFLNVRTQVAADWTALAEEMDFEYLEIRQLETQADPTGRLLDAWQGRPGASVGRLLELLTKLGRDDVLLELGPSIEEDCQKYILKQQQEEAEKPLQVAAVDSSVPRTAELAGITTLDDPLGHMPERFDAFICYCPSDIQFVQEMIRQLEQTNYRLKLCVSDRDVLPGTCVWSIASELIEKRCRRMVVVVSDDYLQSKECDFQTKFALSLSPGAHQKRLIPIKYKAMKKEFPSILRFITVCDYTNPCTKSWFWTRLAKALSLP
STAT1 inh: reduces IFN-gamma driven STAT1 reporter signal. NIH 3T3 STAT1-luciferase reporter, luminescence. inhibition, % at 5.5 µM. actives 0.35% (n = 200,000). AID 920;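 active = inhibition above a set limit, the mean inhibition across all tested compounds plus 3 SD, cut at about 34% in these data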;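 note: 0% = IFN-gamma with DMSO and 100% = IFN-gamma with 300 µM nifuroxazide; values of inactives mirror those of a sister screen read the other way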
STAT1 act: activators of IFN-gamma induced STAT1 signaling. NIH 3T3 STAT1-luciferase reporter, luminescence; 100% = IFN-gamma alone, no compound. activation (% of control), % at 5.5 µM. actives 2.6% (n = 200,000). AID 932;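 active = activation above the screen-wide mean activation plus 3 SD, cut at about 130% in these data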;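 note: raw ratio to IFN-gamma control signal so 100% means no change and 0% no light; values of inactives mirror those of a sister screen read the other way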
APP transl inh: APP translation inhibition; SH-SY5Y APP 5'UTR-luciferase reporter, luminescence; inhibition, % at 2 µM; actives 0.82% (n = 190,000);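 active = inhibition above a set limit, derived from the sample mean plus 3 SD, cut at about 45% in these data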; note: values of inactives mirror those of a sister screen read the other way
STAT3 act: STAT3 signaling activation. U3A cells, IL-6 STAT3-luciferase reporter, luminescence; 100% = signal with IL-6 EC80 alone. AID 871. activation (% of control), % at 5.6 µM. actives 0.91% (n = 190,000);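 active = activation above the screen-wide mean of compound activation plus 3 SD, cut at about 130% in these data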;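 note: 0% = background luminescence of wells with medium and substrate only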
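Material: human STAT1-deficient U3A cells with stable STAT3-luciferase reporter / Probe or stimulus: IL-6 stimulus at 33 ng/mL final / Schedule: 1 h compound pre-exposure, 6 h IL-6 stimulation, 37 °C / Technique: luminescence / Read-out basis: percent of IL-6-only median luminescence / Control set: IL-6-only high control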
STAT3 blocker: inhibitors of IL-6 induced STAT3 signaling; U3A cells, IL-6 STAT3-luciferase reporter, luminescence; host cell line lacks STAT1; inhibition, % at 5.5 µM; actives 0.89% (n = 190,000);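 active = inhibition above the mean inhibition across all screened compounds plus 3 SD, cut at about 44% in these data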;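 note: 0% = DMSO only wells and 100% = 100 µM nifuroxazide control wells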
Diaph act CS: counter-screen for diaphorase-based assays: diaphorase activators and chemical reducers | Diaphorase/resazurin coupled assay, resorufin fluorescence, 16 min; hits give high values; 1 = vehicle wells, 0 = NADH-free wells | activation factor at 20 µM | actives 0.005% (n = 190,000) | AID 1229;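 active = diaphorase activity raised at least twofold by the compound at 20 µM; inactive = activation factor below 2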
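Material: purified diaphorase enzyme from Clostridium kluyveri; Also added: 0.114 mM NADH and 0.1 mM resazurin, final amounts; Doses: single compound dose of 20 µM, 1% DMSO final; Times: 16 min enzyme reaction, ambient temperature; Detection: resorufin fluorescence, excitation 544 nm, emission 590 nm; Measure: increased resorufin signal from activators or reducing compounds.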
Numbers without * were called inactive; . = no result given.

SMILES	G6PDH CS	Diaphorase inh	Hsp70 activator	TLR4-MyD88 BLA	STAT1 inh	STAT1 act	APP transl inh	STAT3 act	STAT3 blocker	Diaph act CS
CCOC(=O)CC(=O)NC(CC(=O)OC)c1ccc(C(C)C)cc1 (configuration not stated)	10	8	-0.2	0	9	92	10	105	-5	0.9
COc1cc(OC)c(C(=O)CCCN2CCCC2)c(OC)c1	-3	8	0.3	7	6	94	-9	88	15	0.9
OCCN(CCO)c1ccc2ccccc2c1	33	42	-0.3	17	1	98	-7	100	2	0.6
CCOC(=O)CCCc1sc(N)nc1-c1[nH]c(=O)[nH]c1C	10	-8	-0.2	-13	5	96	-8	97	5	1.1
CCOc1cc2c(cc1OC)C(c1cccc([N+](=O)[O-])c1)NCC2 (configuration not stated)	3	-5	-0.3	2	12	88	-4	99	6	1.1
CCCS(=O)(=O)N1CCCC(C(=O)NCCN2CCC(Cc3ccccc3)CC2)C1 (configuration not stated)	-2	16	-0.4	-9	2	98	.	89	20	0.8
COc1ccc(-c2occ(C(=O)O)c2C(=O)O)cc1	13	0	0.0	3	-3	103	-7	108	-14	1
COc1ccc(-c2csc(C3=C(O)CN(C(C)C)C3=N)n2)cc1OC	-3	18	0.1	6	7	92	-30	86	23	0.8
COC1CCCN(Cc2nc(Cc3ccccc3F)no2)C1 (configuration not stated)	5	3	-0.2	7	-3	102	-18	105	-1	1
CC(C)CC(C(=O)Oc1ccc2c3c(c(=O)oc2c1)CCC3)N1C(=O)c2ccccc2C1=O (configuration not stated)	3	20	-0.2	4	3	97	1	94	14	0.8
Cc1cc(/C=C2\SC(=Nc3ccc(N4CCOCC4)cc3)N(C)C2=O)c(C)n1-c1cccnc1	-6	24	0.0	-2	-11	110	-19	112	-13	0.8
COc1ccc(/C(N)=N/OC(=O)c2ccco2)cc1	0	5	-0.3	13	53*	50	-182	56	57*	0.9
CN1CCN(CCCNC(=O)c2cc3c(=O)oc4ccccc4c3s2)CC1	0	13	-0.5	9	8	94	-20	97	10	0.9
COc1cccc(C(=O)c2ncc(C(F)(F)F)cc2Cl)c1	4	33	0.3	6	-17	115	-8	96	7	0.7
Cc1nn(CC(=O)NCc2cccnc2)c(C)c1[N+](=O)[O-]	1	7	-0.1	-10	-9	106	-2	107	-1	0.9
CCN(CC)CCNCC(O)(c1ccc(Cl)cc1)c1ccc(Cl)cc1	7	-1	0.0	5	0	101	-4	113	-13	1
CCCCN(CCCC)S(=O)(=O)c1ccc(OC)c2ncccc12	-2	16	-0.2	-4	21	79	-29	92	14	0.8
COc1ccc(C2C(C(=O)c3cccs3)=C(O)C(=O)N2Cc2cccnc2)cc1OC (configuration not stated)	8	12	-0.2	-9	5	93	-8	104	-3	0.9
COC(=O)c1ccc(C(=O)OC)c(NC(=O)COC(=O)C2CCC(C(C)(C)C)CC2)c1 (configuration not stated)	-2	10	-0.3	12	-1	101	8	100	7	0.9
Cc1ccc(S(=O)(=O)NCCCC(=O)C=[N+]=[N-])cc1	4	22	-0.3	-3	11	90	13	99	1	0.8
Cc1noc(NS(=O)(=O)c2ccc(NC(=O)CSc3ncccn3)cc2)c1C	-7	4	-0.1	-15	-4	103	-19	100	5	1
CCN(CC)c1ccc(NC(=O)CN2CCN(c3ccccc3F)CC2)cc1	9	16	-0.4	-3	-3	103	0	100	2	0.8
CCOC(=O)CC(=O)CSc1ncnc2c1oc1ccccc12	3	8	-0.2	-15	-3	103	-25	94	16	0.9
O=C(COC(=O)C1CCCCC1)Nc1ccc([N+](=O)[O-])cc1	5	5	-0.1	7	-1	101	-6	102	0	1
Cc1ccc(C(=O)N(CC(=O)NC2CCCCC2)c2ccccc2C)s1	16	8	-0.1	10	10	91	1	104	7	0.9
Cc1ccc(Cn2ccc(NC(=O)c3cc(-c4ccc(F)cc4)on3)n2)cc1	12	-15	-0.3	4	1	99	17	92	15	1.1
N#Cc1cc2c(nc1SCc1ccccc1)CCCC2	6	17	-0.2	-24	-9	108	-23	88	17	0.8
Cc1cc2cc(CNC(=O)NC3CCCCC3)ccc2n1C	-23	-6	0.1	-3	-1	101	-23	104	4	1.1
CCOC(=O)c1c(N)nn(C(=O)c2ccccc2)c1-c1ccccc1	9	19	0.0	7	-2	101	-16	104	-3	0.8
Cc1nn(C)c(Oc2cccc(C(F)(F)F)c2)c1C#N	-2	18	0.0	-4	4	96	-23	103	-4	0.8
CCNS(=O)(=O)c1ccc(OC)c(C(=O)NC2CCCCC2)c1	-3	4	0.0	1	5	94	0	95	13	1
O=C(Cn1cnc([N+](=O)[O-])n1)NCCc1ccccc1	14	2	-0.1	-2	-11	111	0	106	-6	1
COc1cccc(CN2CCN(Cc3ccc(OC)c(OC)c3)CC2CCO)c1 (configuration not stated)	16	18	-0.1	-5	5	95	-11	101	10	0.8
COc1ccc(C2=CC(=O)OC3(CCCC3)O2)cc1	2	5	0.2	-12	-6	107	6	103	-3	0.9
Cc1ccc(CN2CCNC(=O)C2CC(=O)N(C)C(C2CC2)C2CC2)o1 (configuration not stated)	10	-6	0.3	0	6	93	6	100	11	1.1
O=C(c1ccc(F)cc1)N1CCN(c2cnn(-c3ccccc3)c(=O)c2Cl)CC1	3	17	-0.1	-3	6	92	-3	85	23	0.8
Cc1ccc(NS(=O)(=O)c2cc(NC(=O)c3ccc4c(c3)NC(=O)CS4)ccc2C)c(C)c1	9	36	-0.4	13	6	93	13	94	14	0.6
Cc1cc([N+](=O)[O-])ccc1NCc1ccc2ccccc2c1	4	1	0.0	-11	-5	104	9	95	12	1
CC(C)CNC(=O)c1ccccc1NC(=O)CSCc1ccccc1	14	-14	0.0	4	-3	103	4	105	1	1.1
CN1C(=O)CS(=O)c2ccc(C(=O)NCCC3=CCCCC3)cc21 (configuration not stated)	1	24	-0.3	-1	4	96	-13	98	11	0.8
O=C(Nc1ccc2c(c1)CCC2)c1ccccc1F	-4	2	-0.4	9	-87	179*	-183	78	27	1
CC(CN(C(N)=O)c1ccccc1O)C(=O)O (configuration not stated)	-6	8	-0.1	-5	6	94	2	101	-2	0.9
Nc1nc(SCC(=O)c2ccc(Oc3ccccc3)cc2)n[nH]1	-6	21	-0.4	-8	-13	112	-12	104	1	0.8
COc1ccc(/C=N/N=C2\SCC(=O)N2c2c(C)n(C)n(-c3ccccc3)c2=O)cc1OC	5	9	-0.5	-1	5	96	5	99	2	0.9
Cc1nnc(C)n1/N=C/c1ccc(-c2ccccc2)cc1	5	-1	-0.1	5	6	94	-13	96	7	1
CC1(C)C2CCC(C2)C1(C)NC(=O)CNCC1CCCCC1 (configuration not stated)	7	10	-0.1	-2	5	97	-4	107	-3	0.9
CC(C)[C@H](NC(=O)c1ccccc1)C(=O)OCC(=O)N1CCc2ccccc2C1	6	-1	-0.3	-4	-3	103	6	99	1	1
CCN(CC)S(=O)(=O)c1ccc(Cl)c(NC(=O)COC(=O)/C=C/c2ccc(O)c(OC)c2)c1	18	25	-0.2	-3	1	99	10	108	-9	0.8
O=C(NCC(c1cccs1)N1CCOCC1)c1ccc(Cl)c([N+](=O)[O-])c1 (configuration not stated)	-12	7	-0.3	15	6	94	-6	100	0	0.9
Cc1cccc(NCCNc2cccc(C)c2)c1	5	29	-0.2	2	-8	108	3	87	18	0.7
FC(F)(F)c1nnc2c(Sc3ccccc3)nc3ccccc3n12	-20	16	-0.2	17	0	100	-16	83	26	0.8
COc1cc(/C=N/N=C2/C(=O)Nc3ccccc32)ccc1O	-4	16	0.0	7	5	96	6	110	-13	0.8
S=C(NCC(c1cccnc1)N1CCOCC1)NC1CCCCC1 (configuration not stated)	11	1	0.3	0	-3	101	8	106	-5	1
COc1cc2c3nnc(-c4ccc(F)cc4)c-3cn(Cc3ccccc3F)c2cc1OC	-6	-25	0.1	62*	-11	111	53*	103	1	1.2
COC(=O)C(NC(C)=O)(Nc1ccc(Br)cn1)C(F)(F)F (configuration not stated)	8	4	-0.2	2	-5	103	3	90	17	1
O=C(CCN1CCCC1Cc1ccccc1)c1ccc2c(c1)OCCO2 (configuration not stated)	0	-3	-0.5	-5	1	97	9	101	-1	1
COc1ccc(NC(=O)c2cccc(S(=O)(=O)N3CCc4ccccc43)c2)cn1	-7	1	0.1	-4	9	92	0	85	19	1
CCOc1ccc2nc(NC(=O)CSc3nc4cccnc4n3C)sc2c1	1	4	-0.2	-6	-1	101	-3	81	26	1
COc1cc(CNc2ccc(C(=O)O)cc2)cc(Br)c1OCC(=O)NC(C)(C)C	-2	10	0.0	-26	15	86	4	92	10	0.9
COc1ccc(Nc2ncnc3ccccc23)cc1	-3	2	-0.2	0	-33	129*	-52	103	-4	1

The final four records of the section before are carried over, then new ones follow.
SMILES	G6PDH CS	Diaphorase inh	Hsp70 activator	TLR4-MyD88 BLA	STAT1 inh	STAT1 act	APP transl inh	STAT3 act	STAT3 blocker	Diaph act CS
COc1ccc(NC(=O)c2cccc(S(=O)(=O)N3CCc4ccccc43)c2)cn1	-7	1	0.1	-4	9	92	0	85	19	1
CCOc1ccc2nc(NC(=O)CSc3nc4cccnc4n3C)sc2c1	1	4	-0.2	-6	-1	101	-3	81	26	1
COc1cc(CNc2ccc(C(=O)O)cc2)cc(Br)c1OCC(=O)NC(C)(C)C	-2	10	0.0	-26	15	86	4	92	10	0.9
COc1ccc(Nc2ncnc3ccccc23)cc1	-3	2	-0.2	0	-33	129*	-52	103	-4	1
COc1ccc(CCNC(=O)CSc2nnc(Cc3csc(N)n3)n2C)cc1OC	4	8	0.0	4	-12	111	0	102	-2	0.9
O=C(O)c1cc(-c2ccco2)nn1-c1ccc(Cl)cc1	12	36	0.1	5	1	99	-20	102	-2	0.6
COc1ccc(N(Cc2ccccc2)S(=O)(=O)c2ccc(C)cc2)cc1	10	29	-0.4	-21	6	94	-6	105	-4	0.7
COCc1cc(=O)[nH]c2cc(NC(=O)C(C)(C)CCl)c(C)cc12	-9	17	0.0	-5	-5	104	10	99	7	0.8
CC(C)Nc1nc(NC(C)C)nc(SCC(N)=O)n1	12	0	-0.1	-2	0	98	12	102	5	1
CC(C)Oc1ccc(/C=N/NC(N)=S)cc1	18	12	0.2	-7	-21	119	-11	86	19	0.9
Cn1c(=O)n(Cc2ccc(Cl)cc2)c2ccccc21	-2	6	-0.6	-1	4	96	.	102	5	0.9
Cc1cnc(C(=O)OCC(=O)Nc2ccc(C)c(S(=O)(=O)N3CCCCC3)c2)cn1	20	11	-0.3	-15	-1	101	1	97	9	0.9

Rows were taken by chance, and some 6.1% of all compounds hit somewhere here.
